WRN helicase inh – inhibitors of human WRN helicase | Q14191 | 360,000 compounds, 0.46% hits | WRN helicase unwinding, fluorescent forked duplex, kinetic | Potency, µM (highest dose often 114 µM), without a hit: at the highest dose activity change, negative = inhibition, actives largely listed as inhibitors; further: potency means the concentration at half of the fitted maximal effect; on the % scale 0 is the no-effect control and ±100 the full control effect; nearly all actives have a fitted effect of over 55% in size
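Primary qHTS, 1536-well format. 20 nM WRN + compound, 15 min RT; start with 100 nM forked fluorophore/quencher duplex, 2 mM ATP (final); kinetic read ex 525/em 598 nm.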
CCT chaperon mod – changes cytosolic chaperonin activity | 360,000 compounds, 0.3% hits | activity change, % (concentration not given with the values), hits read low | purified chaperonin ATPase assay, HTRF ADP detection, 30 min | AID 651819; in the data active means activity change below about -30%; further: on the % scale 0 is the no-effect control and ±100 the full control effect
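First, chaperonin was dispensed at 40 nM or 20 nM final depending on batch activity. Next, compounds were pinned at 76 uM and ATP added at 10 uM. After 30 min at 37 °C, ADP detection reagents ran 30 min at ambient temperature.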
EPAC2 antagonist – EPAC2 (human) antagonism; Q8WZA2; EPAC2 GEF exchange of Rap1B-BODIPY-GDP, fluorescence; Potency, µM (series often up to 114 µM), without a hit: at the top dose activity, negative = inhibition, most hits filed as inhibitors; 360,000 compounds, 0.18% hits; AID 720708; further: potency means the concentration at half of the fitted maximal effect; on the % scale 0 is the no-effect control and ±100 the full control effect; nearly all actives have a fitted effect of over 45% in size; many of its hits are not listed in these tables
Target sequence (Q8WZA2 whole entry, looked up): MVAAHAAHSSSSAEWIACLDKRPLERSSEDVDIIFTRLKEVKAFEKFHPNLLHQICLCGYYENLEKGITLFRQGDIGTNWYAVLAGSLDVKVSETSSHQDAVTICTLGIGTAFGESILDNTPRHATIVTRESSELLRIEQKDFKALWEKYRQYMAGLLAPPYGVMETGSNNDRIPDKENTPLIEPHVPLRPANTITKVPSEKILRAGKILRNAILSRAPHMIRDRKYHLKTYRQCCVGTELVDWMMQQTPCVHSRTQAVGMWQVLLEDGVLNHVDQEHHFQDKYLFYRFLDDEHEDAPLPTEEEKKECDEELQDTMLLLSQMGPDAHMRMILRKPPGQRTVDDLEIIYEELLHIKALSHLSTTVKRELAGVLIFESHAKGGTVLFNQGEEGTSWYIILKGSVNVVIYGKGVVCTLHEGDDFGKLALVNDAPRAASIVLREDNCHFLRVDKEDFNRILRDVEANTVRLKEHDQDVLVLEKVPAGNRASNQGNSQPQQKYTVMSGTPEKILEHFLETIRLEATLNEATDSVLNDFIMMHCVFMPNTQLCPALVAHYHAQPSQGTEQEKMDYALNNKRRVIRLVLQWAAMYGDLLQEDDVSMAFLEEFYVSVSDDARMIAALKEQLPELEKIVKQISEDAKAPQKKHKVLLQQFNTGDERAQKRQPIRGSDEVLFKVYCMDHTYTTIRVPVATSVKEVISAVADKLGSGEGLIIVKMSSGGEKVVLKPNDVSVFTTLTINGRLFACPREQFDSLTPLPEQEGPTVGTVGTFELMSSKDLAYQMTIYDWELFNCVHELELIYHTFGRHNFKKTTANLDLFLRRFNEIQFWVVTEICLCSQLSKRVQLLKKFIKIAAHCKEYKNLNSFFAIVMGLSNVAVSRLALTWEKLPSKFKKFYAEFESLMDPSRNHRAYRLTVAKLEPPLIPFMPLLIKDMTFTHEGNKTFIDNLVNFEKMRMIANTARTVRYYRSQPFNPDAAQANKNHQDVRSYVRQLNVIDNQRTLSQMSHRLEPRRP
PI5P4Ka inh – PI5P4K alpha (human) kinase inhibition; max response, %; 330,000 compounds, 1.2% hits; PI5P4Kalpha enzyme, ADP-Glo luminescence, 60 min; hits give low values; P48426; AID 652105; active means max response of -50% or lower; inconclusive means between -30% and -50%; inactive means -30% or higher; further: value at the top dose of about 77 µM; on the % scale 0 is the no-effect control and ±100 the full control effect
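Luminescence from ADP-Glo served as readout of PI5P4Kalpha activity in a qHTS format. Reaction: enzyme, substrate, compound, ATP at 5 microM final, 60 min at RT.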
PLK1 PBD block – blocks phosphopeptide binding to human PLK1 polo-box domain; P53350; 360,000 compounds, 2.8% hits; Plk1 PBD binding of FITC phosphopeptide, fluorescence polarization; Potency, µM, for the others: max response, negative = inhibition, actives largely listed as inhibitors; further: potency means the concentration at half of the fitted maximal effect; series mostly up to about 57 µM; on the % scale 0 is the no-effect control and ±100 the full control effect; nearly all actives have a fitted effect of over 65% in size
MmCpn inh – inhibitors of Methanococcus maripaludis chaperonin (MmCpn); Potency, µM (titrated, usually from 76.9 µM), without a hit: at the top dose activity, negative = inhibition, most hits filed as inhibitors; 330,000 compounds, 0.031% hits; purified Mm-Cpn ATPase, ADP Transcreener TR-FRET; further: potency means the concentration at half of the fitted maximal effect; on the % scale 0 is the no-effect control and ±100 the full control effect; nearly all actives have a fitted effect of over 80% in size
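Purified archaeal chaperonin (25 nM final) was preincubated with compound for 10 min at 37°C, then ATP (10 uM final) was added for 30 min at 37°C in Tris pH 7.4/KCl/MgCl2/DTT buffer. ADP was quantified by HTRF Transcreener TR-FRET.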
EPAC1 antag – blocks human EPAC1 exchange factor; AID 720709; O95398; EPAC1 GEF assay, Rap1b-BODIPY-GDP exchange fluorescence; Potency, µM (highest dose often 115 µM), for inactives: top-dose activity change, negative = inhibition, hits mostly inhibitors; 360,000 compounds, 0.14% hits;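 further: potency means the concentration at half of the fitted maximal effect; plate controls were vehicle for no effect and positive control for full effect; nearly all actives have a fitted effect of over 50% in size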
EPAC1 ag – agonists of human EPAC1 | Potency, µM (titrated, usually from 154 µM), inactives show top-dose activation, actives largely listed as activators | EPAC1 agonist qHTS, biochemical assay; response scale: 100% = response to 6.5 mM cAMP | O95398 | 360,000 compounds, 0.073% hits | AID 720707; further: potency means the concentration at half of the fitted maximal effect; nearly all actives have a fitted effect of over 60% in size
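Compounds were pinned as a concentration titration into mixtures of EPAC1 (100 nM), BODIPY-GDP-loaded Rap1B (250 nM) and GDP (50 uM). After 5 min at room temperature, fluorescence was followed for 30 min; activity was scaled to 6.5 mM cAMP.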
Active calls of the source: *; ? = inconclusive; . = not tested or not shown; [ ] = remark or other dose. Unless noted, the call rests on the fitted dose curve; in most records, active means well fitted curve in the direction sought with a large enough effect; inconclusive means small, poorly fitted or top-dose-only effect, or another doubt; inactive means no such curve, though single readings can be large; an effect the other way counts as inactive or inconclusive. Only part of the results is shown, so the mix of outcomes need not match the whole.

compound	WRN helicase inh	CCT chaperon mod	EPAC2 antagonist	PI5P4Ka inh	PLK1 PBD block	MmCpn inh	EPAC1 antag	EPAC1 ag
O=C(Nc1ccc([N+](=O)[O-])cn1)C1CCCCC1	2%	-1.9	-1%	-10	-6%	2%	-8%	2%
COc1ccc(N2CCN(C(CNC(=O)c3cccs3)c3ccco3)CC2)cc1 (stereo not given)	1%	-1.6	-6%	-8	-12%	0%	-2%	6%
Cn1cc(Cl)c(-c2n[nH]c(=S)n2-c2ccc(F)cc2)n1	1%	2.5	0%	-3	1%	?	6%	-1%
Cc1ccc(-n2nc3c(=O)n(CCCC(=O)NCc4cccc(F)c4)nc(C)c3c2C)cc1	0%	0.4	2%	0	1%	-1%	-5%	-3%
CC(=NNC(=O)c1ccncc1)c1ccc2ccccc2c1O	-12%	-12	25%	-10	40%[activator]	.	36%[activator]	?
COc1ccc(C2NC(=S)N(c3ccccc3)C(C)=C2C(=O)Nc2ccccc2)cc1 (stereo not given)	-8%	-0.2	-3%	1	-7%	?	-2%	8%
O=C(COc1ccc2c3c(c(=O)oc2c1)CCC3)NCc1cccnc1	-1%	-0.3	-9%	-1	-5%	-4%	-4%	10%
Nc1cccc2c1C(=O)N(C(=O)c1ccc(Cl)c(S(=O)(=O)N3CCCCCC3)c1)C2=O	-7%	-3.3	-10%	?	?	-17%	-25%	5%
Cc1ccc2c(c1)C1(OCCO1)C(=O)N2	-4%	-0.3	-2%	0	-9%	0%	-6%	5%
O=C(O)CC(CC(=O)Nc1ccc2ccccc2n1)c1ccccc1 (stereo not given)	0%	-1.1	2%	4	3%	-3%	11%	-3%
COCCN1CC(C(=O)NCc2ncccc2C)CCC1=O (stereo not given)	-5%	-0.2	3%	2	-2%	0%	10%	10%
CC(=O)Nc1ccc(NC(=O)C(C)OC(=O)C2CCN(S(=O)(=O)c3ccccc3C(F)(F)F)CC2)cc1 (stereo not given)	0%	1.3	47%[activator]	-3	-1%	-17%	-19%	-1%
CC1CCCC(NC(=O)COC(=O)c2cc3ccccc3oc2=O)C1C (stereo not given)	-13%	-3.6	16%	-2	4%	1%	6%	-2%
COc1ccc(NC(=O)C2CCN(S(=O)(=O)c3cccc4nonc34)CC2)cc1	-12%[57.1 µM]	0.7	-5%	-2	6%	0%	12%	8%
CCN(CC)CC#Cc1ccc(C)cc1	-2%	-1.5	13%	5	2%	0%	4%	-4%
COC(=O)C(Cc1cccc(C)n1)(c1ccccc1)c1ccccc1	-3%	-16	?	9	-1%	0%	-26%	4%
Cc1c(C(=O)NCc2cccnc2)oc2ccc(S(=O)(=O)N3CCCC(C)C3)cc12 (stereo not given)	3%	-0.5	-3%	0	1%	.	3%	4%
CCOC(=O)c1cc(-c2ccccc2)nn1Cc1cc(CC)no1	5%	-2.3	-8%	11	-11%	3%	-12%	0%
COc1nc(N(C)C)nc(-n2nnc(C(C)=O)c2C)n1	1%	0.2	-1%	-5	2%	-1%	-10%	0%
Cc1ccccc1N(CC(=O)NCC1CCCO1)C(=O)CCC(=O)Nc1nccs1 (stereo not given)	4%	-1.7	2%	-17	-10%	0%	11%	7%
CC(=O)Nc1ccc(S(=O)(=O)NC(C)C(=O)NC(C)c2ccccc2)cc1 (stereo not given)	-13%	-5.8	-11%	0	12µM*	0%	-3%	-3%
CCOC(=O)c1ccc(NC(=O)NCCN2CCCCC2)cc1	2%	1.9	1%	.	-5%	1%	-2%	4%
Cc1cc(C)c(C)c(S(=O)(=O)N2CCCCC2C(=O)O)c1C (stereo not given)	8%	1.5	-4%	0	-3%	-1%	?	-1%
COc1ccc(C(O)P(=O)(OC(C)C)OC(C)C)c(OC)c1 (stereo not given)	3%	0.3	2%	-2	6%	1%	-4%	-5%
O=C(CSc1cccc[n+]1[O-])Nc1c(Br)cc([N+](=O)[O-])cc1Br	0%	0.0	15%	7	-8%	-3%	-6%	7%
O=C(c1ccc(CS(=O)c2ccc(F)cc2)o1)N1CCN(C2CCCCC2)CC1 (stereo not given)	-6%	-1.5	0%	2	6%	0%	-4%	-10%
Cc1cccc(C)c1Oc1nc(-c2ccccc2)ncc1S(=O)(=O)c1ccccc1	6%	-3.4	-3%	3	-4%	-2%	-1%	20%
Cc1[nH]c2ccccc2c1C(=O)NS(=O)(=O)Nc1ccccc1	-7%	0.2	3%	1	-1%	-2%	1%	7%
CSc1ccccc1C(=O)NCC1CCCO1 (stereo not given)	-5%	0.3	9%	.	-1%	1%	8%	-9%
CC1CN(C(=O)Nc2ccccc2)c2ccccc2-[n+]2ccsc21 (stereo not given)	-3%	0.4	8%	-3	-25%	2%	-22%	1%
Nc1cc(C(Cl)=C(Cl)Cl)c(S(N)(=O)=O)cc1S(N)(=O)=O	5%	-0.5	0%	14	5%	0%	-9%	-12%
CCCc1cc(C(=O)Nc2sc3c(c2C#N)CCC3)no1	-6%	-0.9	6%	-23	19µM*	0%	18%	-6%
COc1cccc(-c2noc(Cn3nc(C)c([N+](=O)[O-])c3C)n2)c1	-5%	-0.1	-9%	-11	19µM*	3%	-4%	10%
Cc1nc([N+](=O)[O-])cn1CC(O)c1ccc(-c2ccccc2)cc1 (stereo not given)	-5%	0.5	-28%	1	3%	0%	-4%	11%
CC1=CCC2C(=O)N(c3cccc(C(=O)NCc4ccccc4)c3)C(=O)C2C1 (stereo not given)	3%	-0.8	-2%	-9	-12%	3%	-2%	-5%
COCc1nnc(NC(=O)c2ccc(S(=O)(=O)N3CCCC3)cc2)o1	-27%	0.2	13%	-1	1%	-2%	14%	4%
O=C(NCc1ccccc1C(F)(F)F)C1CCC(=O)N(C2CCCCCC2)C1 (stereo not given)	3%	-1.2	-15%	-1	-3%	-1%	-22%	-14%
O=C(CN1CCN(c2cccc(Cl)c2)CC1)c1ccc(O)cc1O	-8%	-1.7	6%	5	-13%	-1%	-34%	9%
CC(C)c1ccc(NC(=O)C(=O)C2C(=O)Nc3ccccc32)cc1 (stereo not given)	-5%	-1.2	72%[activator]	2	-18%	-1%	-11%	-7%
COC(=O)C1=C(C)N(CC2CC2)C(=O)N[C@H]1c1ccccc1	?	-0.9	1%	-4	-16%	.	-1%	-11%
CCOc1ccc(CONS(=O)(=O)c2ccc(NC(C)=O)cc2)cc1Cl	-22%	0.4	-16%	1	0%	0%	-5%	0%
CSc1cccc(NC(=O)C2CCCN(S(C)(=O)=O)C2)c1 (stereo not given)	6%	-0.4	3%	-1	-9%	.	-10%	6%
Cc1ccccc1[C@@]1(C)ON(c2ccccc2C(F)(F)F)C1=O	-12%	1.2	?	13	?	0%	5%	1%
CCN1C(=O)c2cccc3c(S(=O)(=O)NC(Cc4c[nH]c5ccccc45)C(=O)O)ccc1c23 (stereo not given)	-18%	1.7	-2%	6	-3%	0%	-1%	5%
O=C(c1cccs1)N1CCC2(O)CCCCC2C1c1ccc(F)cc1 (stereo not given)	-7%	-1.0	11%	2	4%	0%	-4%	-6%
O=C(COc1cc(F)ccc1[N+](=O)[O-])NCCCc1ccccc1	0%	-0.5	-2%	-5	-6%	-1%	-14%	-6%
COC(=O)C1=C(C)N(c2ccc(Br)cc2)C(=O)/C1=C\c1ccco1	-9%	0.4	1%	4	-13%	0%	-8%	9%
Cc1ccc(S(=O)(=O)N2C(=O)CCC2C(=O)Nn2cnnc2)cc1 (stereo not given)	0%	-4.5	7%	.	-4%	1%	5%	-3%
O=c1[nH]c(COc2ccccc2)nc2ccccc12	1%	-0.5	-2%	-1	-1%	0%	-1%	0%
Cc1ccc(N(C)C(=O)CCS(=O)(=O)c2ccc3c(c2)oc(=O)n3C)cc1	-15%	1.2	-6%	1	-22%	-3%	0%	7%

Part of the list above, reformatted.
Every second line gives: WRN helicase inh	CCT chaperon mod	EPAC2 antagonist	PI5P4Ka inh	PLK1 PBD block	MmCpn inh	EPAC1 antag	EPAC1 ag
- O=C(CSc1cccc[n+]1[O-])Nc1c(Br)cc([N+](=O)[O-])cc1Br
  0%	0.0	15%	7	-8%	-3%	-6%	7%
- CC(C)c1ccc(NC(=O)C(=O)C2C(=O)Nc3ccccc32)cc1 (stereo not given)
  -5%	-1.2	72%[activator]	2	-18%	-1%	-11%	-7%
- CCN(CC)CC#Cc1ccc(C)cc1
  -2%	-1.5	13%	5	2%	0%	4%	-4%

(listing goes on)
compound	WRN helicase inh	CCT chaperon mod	EPAC2 antagonist	PI5P4Ka inh	PLK1 PBD block	MmCpn inh	EPAC1 antag	EPAC1 ag
COc1cccc(CNC(=O)Cn2ccc([N+](=O)[O-])n2)c1	-1%	-2.9	4%	-10	-20%	-3%	-19%	-3%
Cc1cc(NC(=O)CSc2nnc(-c3cccnc3)n2C2CCCCC2C)no1 (stereo not given)	4%	0.9	3%	2	-7%	-1%	22%	-3%
CC(=O)Nc1ccc(S(=O)(=O)Nc2cccc(-c3cn4cccnc4n3)c2)cc1	-19%	-1.3	-3%	-2	-18%	1%	-5%	-2%
CCCCNS(=O)(=O)c1ccc2nc(-c3cccnc3)cc(C(=O)NCCCOC)c2c1	-7%	-7.7	12%	-1	-8%	2%	-7%	-7%
CC1CN(S(=O)(=O)c2cccc(C(=O)Nc3ccccc3N3CCOCC3)c2)CC(C)O1 (stereo not given)	-3%	4.2	11%	-1	0%	-1%	-19%	25µM*
O=C(NC(=S)NNS(=O)(=O)c1ccccc1)c1ccccc1[N+](=O)[O-]	8%	0.7	18%	-8	-4%	3%	21%	5%
CNc1nc(-c2ccc3c(c2)CCN3S(=O)(=O)c2ccccc2)c(C)s1	-2%	-2.8	5%	8	?	-1%	10%	11%
O=C(CSc1nnc(-c2ccccc2Cl)o1)N1CCOCC1	3%	1.3	3%	7	3%	1%	-8%	4%
N#Cc1nc(N2CCOCC2)nc(N2CCOCC2)n1	5%	1.2	10%	-3	0%	0%	9%	-6%
O=S(=O)(Nc1cccc(S(=O)(=O)N2CCOCC2)c1)c1ccc(Cl)s1	1%[11.6 µM]	0.2	-8%	0	-8%	2%	-9%	10%
Cn1nnnc1SCC(=O)Nc1ccccc1N1CCCCC1	-3%	-6.8	5%	0	-7%	2%	5%	6%
C=CCc1ccc(OCCCOc2ccc(C)c(C)c2)c(OC)c1	1%[57.1 µM]	-1.9	-4%	22	-7%	-6%	-1%	-14%

Source: PubChem
